Source: PubChem BioAssay (Broad Institute)
BL2 CD40 inh: CD40 pathway inhibition in BL2 cells; inhibition, % at 10 µM; BL2 NF-kB luciferase reporter, CD40L-induced, 4 h; 83,000 compounds, 0.94% hits;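 active means mean inhibition of at least 50% with a set share of replicates also reaching that level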;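 further: 0% = neutral control wells and 100% = IKK inhibitor VII at 50 µM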
An asterisk follows results filed as active; [ ] = dose if it differs, or a comment. This is a subset (hit frequency here may not be typical).

SMILES	BL2 CD40 inh
C[C@@H]1CCCCO[C@H](CN(C)Cc2ccc3c(c2)OCO3)[C@H](C)CN([C@@H](C)CO)C(=O)c2cc(NS(=O)(=O)c3cn(C)cn3)ccc2O1	0[25 µM]
O=C(NCc1ccco1)c1cccc2ccccc12	-11
O=C(Nc1ccccc1[N+](=O)[O-])OCC=Cc1ccccc1	0
C[C@H]1CN([C@@H](C)CO)C(=O)c2c(c3ccccc3n2C)-c2ccccc2CO[C@@H]1CN(C)S(=O)(=O)c1ccccc1	26
CC(C)[C@H](CO)Nc1nc(Nc2ccc(C(=O)O)c(Cl)c2)c2ncn(C(C)C)c2n1	-4[25 µM]
COc1ccc2c3c([nH]c2c1)[C@H](CO)N(C(=O)CC1CC1)CC31CCN(Cc2ccncc2)CC1	-1[25 µM]
CCCCC(=O)Nc1cccc(NC(=O)CC)c1	5
COc1ccc(-c2cc(=O)c3c(C)cc(O)cc3o2)cc1	-60
OCC(O)C1OCOC(C(O)CO)C1O (stereo unspecified)	4
O=c1n(-c2ccccc2)c(=O)n2n1CCCC2	1
CNC[C@@H]1Oc2ccc(N(C)C)cc2C(=O)N([C@H](C)CO)C[C@@H]1C	12[25 µM]
CCCN1C[C@H](C)[C@@H](OC)CN(C)C(=O)c2cc(NS(=O)(=O)c3ccccc3)ccc2OC[C@H]1C	0[25 µM]
CCCCN(C(=O)CSc1nc2ccccc2s1)c1c(N)n(CCCC)c(=O)[nH]c1=O	-3
Cc1cc(/C=N/NC(=O)c2ccccc2F)c(C)n1-c1ccccc1	-15
COc1ccc(CN2C[C@@H](CO)O[C@@H](n3cnc4c(N5CCN(c6ccccc6)CC5)ncnc43)C2)cc1	14
COc1ccc(C#Cc2ccc([C@@H]3[C@@H](CO)N4CCCCN(S(=O)(=O)c5cn(C)cn5)C[C@@H]34)cc2)cc1	43[25 µM]
COc1ccccc1-c1ccc2n(c1=O)C[C@H]1[C@H](CO)[C@@H](C(=O)NCC3CC3)N(S(C)(=O)=O)[C@@H]21	-1[25 µM]
COc1ccc(CC2(CO)CCN(Cc3ccc(NC(C)=O)cc3)CC2)cc1	1
COc1ccc(CN(C)C(=O)c2ccc(NC(=O)CC3SC(N4CCCCC4)=NC3=O)cc2)c(OC)c1 (stereo unspecified)	5
Cc1ccccc1C(=O)Oc1ccc(-c2csnn2)cc1	-104
COc1ccccc1N1CCN(C(c2cccs2)C(C)NC(=O)c2cccnc2)CC1 (stereo unspecified)	1
O=C(Nc1cccc(F)c1)N1CCCCN2[C@H](CO)[C@H](c3ccc(C#CC4CC4)cc3)[C@H]2C1	21
CC(C)(C)N1CC(C(=O)O)CC1=O (stereo unspecified)	10
O=C(N1CCCCC1)C12CC3CC(C1)CC(C(=O)N1CCCCC1)(C3)C2	14
CCN(CC)CCOC(=O)c1ccc([N+](=O)[O-])cc1	-68
CCCC(=O)Nc1ccc2c(c1)C(=O)N(C)[C@H]1CC[C@H](CC(=O)N3CCCCC3)O[C@H]1CO2	-2[25 µM]
CC(=O)Nc1cccc(-c2cc(N3CCN(CCO)CC3)n3nccc3n2)c1	0
COC(=O)c1ccc(CSc2nc3ccccc3c(=O)n2-c2ccccc2)o1	34
Cc1ccc(S(=O)(=O)NC2CC(=O)N(c3ccc4c(c3)OCCO4)C2)cc1 (stereo unspecified)	2
O=C(N[C@@H]1CC[C@@H](CCn2cc(C3CCCC3)nn2)O[C@@H]1CO)c1cccnc1	-1
C[C@@H]1CN([C@@H](C)CO)S(=O)(=O)c2ccc(C#CC3CC3)cc2O[C@@H]1CN(C)C(=O)CN(C)C	-3[25 µM]
Fc1ccc2nc(C3CCCCN3Cc3nc(CC4CC4)no3)[nH]c2c1 (stereo unspecified)	-3
c1ccc(C(c2ccccc2)c2noc(CN3CCN(CC4CC4)CC3)n2)cc1	14
N#C[C@H]1[C@H](c2ccc(-c3ccccc3F)cc2)[C@H](CO)N1C(=O)C1CCC1	14[25 µM]
O=C(Nc1ccc(F)cc1)N1CCCCN2[C@@H](CO)[C@@H](c3ccc(-c4cccc(F)c4)cc3)[C@@H]2C1	-21[25 µM]
COc1ccc(CNC(=O)C(C)OC(=O)CO/N=C(\C)c2ccc3c(c2)OCO3)cc1 (stereo unspecified)	5
COCC(=O)Nc1ccc2c(c1)[C@@H]1C[C@@H](CC(=O)NCc3ccc4c(c3)OCO4)O[C@H](CO)[C@@H]1O2	5[25 µM]
CCC(=O)NC(=S)Nc1ccc(NC(=O)COc2ccc(Cl)cc2Cl)cc1	9
C[C@@H]1CN([C@@H](C)CO)C(=O)c2c(c3ccccc3n2C)-c2ccccc2CO[C@@H]1CN(C)C(=O)c1ccncc1	1
NS(=O)(=O)c1cc(C(=O)NNC(=O)c2ccc3c(c2)OCO3)ccc1Cl	4
COc1cc(NC(=O)C2CCCO2)c(C(=O)O)cc1OC (stereo unspecified)	6
O=C(Cc1c(F)cccc1Cl)Nc1ccc(-n2cnnn2)cc1	2
O=C(CSc1nnc(COc2ccc(Cl)cc2)o1)Nc1ccc(N2CCOCC2)cc1	-11
O=C(C1CC1)N1C[C@H]2[C@@H](c3ccccc31)[C@H](CO)N2S(=O)(=O)c1ccccc1	-1
O=C(NCCCN1CCCC1=O)c1cn(-c2ccccc2)nc1-c1ccccc1	-10
Cn1c(=O)c2c(ncn2CC(=O)NCc2cccnc2)n(C)c1=O	-1
CCCCCCOC(=O)NCC(O)c1ccccc1 (stereo unspecified)	-41
CSCCC(NC(=O)c1ccccc1Cl)C(=O)NNC(=O)c1ccccc1O (stereo unspecified)	-20

Among those listed so far, 6 have a Cl atom:
SMILES	BL2 CD40 inh
CC(C)[C@H](CO)Nc1nc(Nc2ccc(C(=O)O)c(Cl)c2)c2ncn(C(C)C)c2n1	-4[25 µM]
CCC(=O)NC(=S)Nc1ccc(NC(=O)COc2ccc(Cl)cc2Cl)cc1	9
NS(=O)(=O)c1cc(C(=O)NNC(=O)c2ccc3c(c2)OCO3)ccc1Cl	4
O=C(Cc1c(F)cccc1Cl)Nc1ccc(-n2cnnn2)cc1	2
O=C(CSc1nnc(COc2ccc(Cl)cc2)o1)Nc1ccc(N2CCOCC2)cc1	-11
CSCCC(NC(=O)c1ccccc1Cl)C(=O)NNC(=O)c1ccccc1O (stereo unspecified)	-20

Further results follow.
SMILES	BL2 CD40 inh
CCCNC(=O)N1[C@@H]2Cn3c(ccc(-c4ccc(OC)cc4)c3=O)[C@H]1[C@@H](C(=O)NC1CCC1)[C@@H]2CO	-10[25 µM]
Cn1cnc(S(=O)(=O)N2CCCCN3[C@H](C2)[C@@H](c2ccc(C#CC4CCCC4)cc2)[C@@H]3CO)c1	12[25 µM]
Cn1c(=O)c2c(ncn2CC(=O)OCc2ccccc2)n(C)c1=O	4
Cc1onc(-c2ccccc2)c1C(=O)NCc1ccccn1	14
COc1ccc(S(=O)(=O)N2CCN(C(=O)COc3ccc4c(C)cc(=O)oc4c3)CC2)cc1	-4
Cc1ccc(C(=O)NCC(=O)NCC(=O)OCC(=O)c2cccs2)cc1	21
CN(CC(=O)Nc1ccc(Cl)cc1)C(=O)COc1ncnc2ccccc12	7
CS(=O)(=O)N1[C@H](C#N)[C@H](c2ccccc2-c2ccc(F)cc2)[C@@H]1CO	-10[25 µM]
O=C(CN1CCN(S(=O)(=O)c2ccc3c(c2)OCCO3)CC1)Nc1cccc(F)c1	1
CSc1cc(SC)ncn1	4
Cc1c(C(=O)OC(C)C)[nH]c2c1C(=O)CCC2	-20
Cc1ccc2cccc(OC(=O)/C=C\c3ccccc3)c2n1	1
CCCCSCc1cc(C(=O)O)oc1C(C)(C)C	2
N#C[C@H]1[C@@H](c2ccc(C3=CCCC3)cc2)[C@H](CO)N1C(=O)NC1CCCCC1	2[25 µM]
COc1cccc(C#Cc2ccc([C@@H]3[C@@H](C#N)N(C(=O)C4CC4)[C@H]3CO)cc2)c1	-23
Cc1ccccc1NC(=O)C1CCCN1S(=O)(=O)c1ccccc1C(F)(F)F (stereo unspecified)	3
CCOc1ccccc1NC(=O)CN(C)S(=O)(=O)c1cnc[nH]1	-2
O=C(N=C1N=C2C=CC=CN2Cc2ccccc21)c1ccc(S(=O)(=O)N2CCOCC2)cc1	-52
CCC(=O)N1[C@H](CO)[C@H](c2ccccc2)[C@H]1CN(CC)C(=O)c1cccc(F)c1	0[25 µM]
Nc1nc2c(s1)CC(c1ccccc1)CC2 (stereo unspecified)	-27
CC(C)Oc1cccc(C(=O)N2CCCC2)c1	1
COCCNC(=O)c1cc2nc(-c3ccccc3)cc(C)n2n1	2
COc1ccc(S(=O)(=O)N2CCN(C)CC2c2ccccc2)cc1 (stereo unspecified)	17
COc1ccccc1NC(=O)N1CC(=O)N2[C@H](CO)[C@@H](c3ccc(-c4cccc(C)c4)cc3)[C@H]2C1	33[25 µM]
CN(CC(=O)Nc1ccc(N2CCOCC2)cc1)C(=O)CCCOc1ccc(Cl)cc1Cl	3
O=C(/C=C/c1ccc([N+](=O)[O-])cc1)c1ccccc(=O)c1O	31
CN(C)c1ccc(CN(CC2CCCO2)C(=O)c2cccs2)cc1 (stereo unspecified)	3
CN(CCOc1ccccc1)C(=O)c1ccc(OC2CCN(C(=O)C3CC3)CC2)cc1	1
NC(=O)C1(N2CCCCC2)CCN(S(=O)(=O)c2cc(Cl)sc2Cl)CC1	4
CCC(C)c1ccc(NC(=S)NCCn2cc(Cl)cn2)cc1 (stereo unspecified)	3
CCCN1CCN(C(=O)c2ccccc2-c2nc3ccccc3s2)CC1	3
C=CCNS(=O)(=O)c1ccc(N2C(=O)c3ccccc3C2=O)cc1	11
CCC(C)NC(=O)COC(=O)c1csc2c1CCCC2 (stereo unspecified)	-4
CCOC(=O)N1CCN(CC(O)COCCC23CC4CC(CC(C4)C2)C3)CC1 (stereo unspecified)	18
CCCc1nnc(NC(=O)C2CCN(C(=O)c3ccco3)CC2)s1	10
N#C[C@@H]1N[C@H](CO)[C@H]1c1ccc(-c2cccc(F)c2)cc1	-29[25 µM]

Continued, starting with the last two of the part before.
SMILES	BL2 CD40 inh
CCCc1nnc(NC(=O)C2CCN(C(=O)c3ccco3)CC2)s1	10
N#C[C@@H]1N[C@H](CO)[C@H]1c1ccc(-c2cccc(F)c2)cc1	-29[25 µM]
CC(=O)Nc1ccc(S(=O)(=O)N=S(C)(C)=O)cc1	2
CC(=O)NC[C@@H]1[C@@H](c2ccc(C3=CCCC3)cc2)[C@H](CO)N1C(=O)NC(C)C	2
O=S1(=O)c2ccccc2C(O)(c2ccccc2)c2ccccc21	1
CCS(=O)(=O)N1CC2(CN(C(=O)Nc3c(C)noc3C)[C@@H](CO)c3[nH]c4cc(OC)ccc4c32)C1	-12[25 µM]
Cc1nnc(SCC(=O)Nc2cccc(S(=O)(=O)NC3=NCCCCC3)c2)n1Cc1ccccc1	0
CCC1(c2ccccc2)NC(=O)N(CC(=O)Nc2cccnc2Cl)C1=O (stereo unspecified)	10
Cc1[nH]c2ccc(S(N)(=O)=O)cc2c1C	5
CCn1ncc(Br)c1C(=O)Nc1ccc(-c2ccno2)cc1	-27
CC1CCc2cccc3c2N1c1cc(C#N)c(C#N)cc1O3 (stereo unspecified)	1
C[C@H](CO)N1C[C@H](C)[C@H](CN(C)S(=O)(=O)Cc2ccccc2)OCc2ccccc2-c2c(n(C)c3ccccc23)C1=O	9
O=C(c1cc(COc2c(F)cccc2F)on1)N1CCCCCC1	-78
COCC(=O)N1CCC(Oc2ccc(C(=O)N3CCCCCC3)cc2)CC1	-5

Not a retest: an excerpt of the list.
SMILES	BL2 CD40 inh
CCC1(c2ccccc2)NC(=O)N(CC(=O)Nc2cccnc2Cl)C1=O (stereo unspecified)	10
Cc1[nH]c2ccc(S(N)(=O)=O)cc2c1C	5
CCn1ncc(Br)c1C(=O)Nc1ccc(-c2ccno2)cc1	-27
CC1CCc2cccc3c2N1c1cc(C#N)c(C#N)cc1O3 (stereo unspecified)	1
C[C@H](CO)N1C[C@H](C)[C@H](CN(C)S(=O)(=O)Cc2ccccc2)OCc2ccccc2-c2c(n(C)c3ccccc23)C1=O	9
O=C(c1cc(COc2c(F)cccc2F)on1)N1CCCCCC1	-78
COCC(=O)N1CCC(Oc2ccc(C(=O)N3CCCCCC3)cc2)CC1	-5

Next part:
SMILES	BL2 CD40 inh
C[C@@H]1CCCCO[C@H](CN(C)C(=O)NC2CCCCC2)[C@@H](C)CN([C@H](C)CO)C(=O)c2cc(N(C)C)ccc2O1	-8[25 µM]
Cc1ccc2[nH]c3c(=O)n(CCc4cnc[nH]4)cnc3c2c1	-37
NNC(=O)c1ccc(CN2C(=O)c3cccc4cccc2c34)cc1	-25
COc1ccc(CNC(=O)COC(=O)c2cccn2C)cc1	-34
O=C(Cc1cccs1)Nc1nnc(-c2ccncc2)s1	-8
COc1ccc(NC(=O)CN(C)C(=O)c2ccc3[nH]c4c(c3c2)CC(C)CC4)cc1 (stereo unspecified)	0
Cc1cc(NC(=O)c2c(-c3c(Cl)cccc3Cl)noc2C)n(C)n1	14
CCCC(C)(C)C(=O)N1CCC1(C)C(=O)NS(=O)(=O)c1cccc(Cl)c1 (stereo unspecified)	8
N#C[C@H]1[C@@H](c2ccccc2/C=C/c2ccccc2)[C@@H](CO)N1S(=O)(=O)c1ccccc1	-5[25 µM]
C/C(=N\NC(=O)c1nnn(-c2nonc2N)c1-c1cccs1)c1cccnc1	3
CN1c2ccc(-c3cccc(C#N)c3)cc2[C@H]2[C@H](CCN2C(=O)C2CC2)[C@H]1CO	36
CSc1ccccc1C(=O)N1CCCCC1	2
Cc1nc2sccn2c1-c1nc(-c2cc3ccccc3o2)cs1	-26
O=C(Nc1ccc(C(F)(F)F)cc1)Nc1ccc2c(c1)[C@@H]1C[C@H](CC(=O)N3CCc4ccccc4C3)O[C@H](CO)[C@@H]1O2	31[25 µM]
C[C@H]1CN([C@@H](C)CO)C(=O)c2cc(NC(=O)CCN3CCOCC3)ccc2O[C@@H]1CN(C)Cc1ccc(C(F)(F)F)cc1	8[25 µM]
CC(=O)c1c(C)[nH]c(C2=NNC(=NC(C)(C)C)SC2)c1C	-88
Cc1ccccc1OCC(=O)OCC(=O)c1cc(C)n(C2CC2)c1C	3
C[C@H](CO)N1C[C@H](C)[C@@H](CN(C)Cc2ccncc2)OCCCC[C@H](C)Oc2ccc(NS(=O)(=O)c3ccc(Cl)cc3)cc2C1=O	-8[25 µM]
CC(O)c1nc2ccccc2n1CC(=O)Nc1ccc(F)cc1Cl (stereo unspecified)	6
